# RGS7-Gao reg – human RGS7-Galphao interaction regulation | Multiplexed bead flow cytometry, RGS7-Galphao binding; actives lie on both sides | binding response (% of control), % at 10 µM | P09471 | AID 1439 | 220,000 compounds, 0.35% hits; in the data active = binding response below about 49% or above about 150%; inconclusive = no clear call, values can overlap the other calls; inactive = in between;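 note: fluorescent Galphao held in activated GDP-AlF4 state binding bead-coupled RGS7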
# Bim-Bcl-2 – inhibitors of Bim-Bcl-2 interaction, human. P10415. Bead-based flow cytometry, Bim peptide-Bcl-2 binding. inhibition, % at 10 µM. 190,000 compounds, 0.06% hits; in the data active = inhibition above about 40%; inconclusive = no clear call, values can overlap the other calls;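 note: 0% = no compound wells with probe peptide and 100% = reference peptide inhibitor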
# RGS4-Gao reg – modulates binding of RGS4 to human Galphao; P09471; Multiplexed bead flow cytometry; actives lie on both sides; binding response (% of control), % at 10 µM; 220,000 compounds, 0.33% hits; AID 1415; in the data active = binding response below about 49% or above about 150%; inactive = in between;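 note: fluorescent Galphao activated with aluminum fluoride binding bead-coupled RGS4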
# Bcl-B Bim block – disrupts Bim peptide binding to human Bcl-B; Q9HD36; bead-based flow cytometry; inhibition, % at 10 µM; 190,000 compounds, 0.073% hits; AID 951;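 note: 0% = tracer peptide without compound and 100% = reference inhibitor peptide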
# RGS8-Gao reg – human RGS8-Galphao interaction regulation | P09471 | multiplexed bead flow cytometry, RGS8-Galphao binding; actives lie on both sides | response (percent of control binding), % at 10 µM | 220,000 compounds, 0.34% hits | AID 1423; in the data active = response below about 60% or above about 140%; inactive = in between;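 note: Galphao activated as the GDP aluminium fluoride complex binding bead-coupled RGS8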
# Bim-Bcl-XL – inhibitors of Bim-Bcl-XL interaction, human | Q07817 | Bim peptide-Bcl-XL binding, bead flow cytometry, fluorescence | inhibition, % at 10 µM | 190,000 compounds, 0.04% hits | AID 1007
# Target sequence (Q07817 whole entry, looked up): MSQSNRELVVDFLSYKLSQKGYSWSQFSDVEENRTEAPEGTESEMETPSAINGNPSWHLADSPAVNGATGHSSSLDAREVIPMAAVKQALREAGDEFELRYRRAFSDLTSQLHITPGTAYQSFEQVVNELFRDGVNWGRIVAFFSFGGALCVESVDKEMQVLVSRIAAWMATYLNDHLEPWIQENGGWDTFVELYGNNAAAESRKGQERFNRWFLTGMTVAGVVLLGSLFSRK
# ABCG2 inh – inhibitors of human ABCG2 transporter, ABCB1 counter-screen. Q9UNQ0. IgMXP3 cells, JC-1 efflux, flow cytometry. inhibition, % at 6.6 µM. 190,000 compounds, 0.1% hits. AID 1325;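 active = inhibition above 80%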;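 note: 0% = DMSO and 100% = nicardipine control wells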
# Target sequence (Q9UNQ0 whole entry, looked up): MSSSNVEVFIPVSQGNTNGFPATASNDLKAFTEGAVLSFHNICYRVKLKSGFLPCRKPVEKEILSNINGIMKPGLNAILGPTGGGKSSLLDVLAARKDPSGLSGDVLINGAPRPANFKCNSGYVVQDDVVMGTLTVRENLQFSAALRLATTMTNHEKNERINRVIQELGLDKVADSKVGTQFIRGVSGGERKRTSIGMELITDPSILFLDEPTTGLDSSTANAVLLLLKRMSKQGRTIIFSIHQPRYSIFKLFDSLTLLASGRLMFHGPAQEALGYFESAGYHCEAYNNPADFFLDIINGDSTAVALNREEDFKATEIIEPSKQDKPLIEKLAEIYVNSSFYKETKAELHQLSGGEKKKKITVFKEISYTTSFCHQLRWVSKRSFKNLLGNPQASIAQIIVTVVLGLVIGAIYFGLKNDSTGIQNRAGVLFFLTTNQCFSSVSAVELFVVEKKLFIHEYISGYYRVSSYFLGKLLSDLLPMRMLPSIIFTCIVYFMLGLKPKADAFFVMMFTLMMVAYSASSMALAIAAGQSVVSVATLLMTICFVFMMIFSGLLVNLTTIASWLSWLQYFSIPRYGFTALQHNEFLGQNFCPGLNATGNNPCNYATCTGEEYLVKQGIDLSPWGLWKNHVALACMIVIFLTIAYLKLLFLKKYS
#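 Measure – % inhibition of efflux relative to nicardipine and DMSO · Test system – ABCG2 IgMXP3 and barcoded ABCB1 CCRF-Adr cell mix · Control set – nicardipine as high control, DMSO as low control · Compound – one concentration, 6.6 µM final · Signal – flow cytometry of retained JC-1 fluorescence · Timing – 10 min exposure at 25 °C with rotation, no wash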
# Bim-Bfl-1 – disrupts Bim binding to human Bfl-1; Q16548; Bead-based flow cytometry, Bim-Bfl-1 binding inhibition; inhibition, % at 10 µM; 190,000 compounds, 0.12% hits; AID 1008;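 note: 0% = wells without compound plus tracer and 100% = blocker peptide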
# GSH bead fluor – compound fluoresces at 488/530 nm on GSH beads; GSH beads flow cytometry, compound fluorescence 488/530 nm; hits give high values; fluorescence (KMESF) at 10 µM; 190,000 compounds, 0.25% hits; AID 1776; in the data active = fluorescence above about 89;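 note: glutathione beads carrying GST-tagged Bcl family fusion proteins plus one bare bead set; values are compound well signal with DMSO vehicle wells as background; inactives centre near 16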
# ABCB1 inh – inhibitors of human ABCB1 transporter, ABCG2 counter-screen | inhibition, % at 6.6 µM | 190,000 compounds, 0.067% hits | CCRF-Adr cells, JC-1 efflux, flow cytometry | P08183 | AID 1326; in the data active = inhibition above about 40%;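 note: 0% = vehicle and 100% = reference inhibitor; higher value means more JC-1 retained so stronger ABCB1 efflux block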
# Bcl-W Bim block – disrupts Bim peptide binding to human Bcl-W; AID 952; 190,000 compounds, 0.02% hits; bead-based flow cytometry; inhibition, % at 10 µM; Q92843;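 note: 0% = bound tracer without compound and 100% = peptide blocker; higher means less fluorescent Bim peptide bound to Bcl-W beads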
# Target sequence (Q92843 whole entry, looked up): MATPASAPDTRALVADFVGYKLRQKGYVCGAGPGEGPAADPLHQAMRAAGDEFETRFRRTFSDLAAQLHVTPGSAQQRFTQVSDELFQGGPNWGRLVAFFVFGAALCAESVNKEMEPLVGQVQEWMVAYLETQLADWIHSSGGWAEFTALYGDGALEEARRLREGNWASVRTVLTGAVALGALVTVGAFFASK
# * marks the source's active call; other numbers are inactive results; u = inconclusive. Cut-off read from the data, not from the text of the source, unless noted: active = inhibition above about 40%.
SMILES,RGS7-Gao reg,Bim-Bcl-2,RGS4-Gao reg,Bcl-B Bim block,RGS8-Gao reg,Bim-Bcl-XL,ABCG2 inh,Bim-Bfl-1,GSH bead fluor,ABCB1 inh,Bcl-W Bim block
Cc1cccc(NC(c2ccc(C)s2)c2ccc3ccc(C)nc3c2O)n1 (configuration not stated),92,0,101,-7,95,-7,-10,3,10,-0.7,-6
CCOc1ccc(CNC(=O)CCCOc2cc(=O)n(C)c3ccccc23)cc1,100,-3,102,-2,101,-2,4,-14,6,1.1,4
COc1ccc(N2C(=O)CC(Sc3nc4ccccc4s3)C2=O)cc1OC (configuration not stated),101,-5,95,-5,101,-4,1,-4,11,-0.2,0
Cc1cccc(NS(=O)(=O)c2ccc3c(c2)Cc2cc(S(=O)(=O)Nc4cccc(C)c4C)ccc2-3)c1C,101,-14,104,-10,103,-14,-2,-15,16,-0.1,-7
COc1cccc2cc(C(=O)N3CCN(c4ccc(C)cc4C)CC3)c(=O)oc12,102,-7,104,-1,103,-3,6,-7,21,1.6,0
CCOc1cc(/C=N/NC(=O)c2cccs2)cc([N+](=O)[O-])c1O,94,11,104,24,111,26,2,8,4,0.3,17
O=c1oc(-c2ccccc2NS(=O)(=O)c2ccc3ccccc3c2)nc2ccccc12,106,7,102,9,116,11,-16,7,10,-0.9,7
Cc1cc(=O)[nH]c(-n2ncc(C#N)c2N)n1,u,0,95,-1,97,-3,1,-3,13,0.1,-1
O=C(NC(c1ccccc1)C(Cl)(Cl)Cl)c1ccccc1 (configuration not stated),97,-6,98,-6,101,-2,22,-4,9,2.8,-2
O=C(/C=C/c1ccc2c(c1)OCO2)NCCCN1CCOCC1,104,-1,102,-4,99,-7,2,-2,12,2.6,-3
CCN1CCc2c(OCC(=O)Nc3ccc4c(c3)OCCO4)cccc2C1=O,97,0,102,1,98,-1,25,4,16,1.8,0
CC(=O)Nc1ccc(Oc2cnc3ccccc3n2)cc1,105,1,105,-6,105,5,1,-6,23,0.1,0
CC1(C)C(C=C(Cl)Cl)C1C(=O)N(Cc1cccc(Cl)c1)C1CCS(=O)(=O)C1 (configuration not stated),96,-4,97,-5,99,-6,5,-2,3,2.0,-4
O=C(O)CCC(=O)N(Cc1cccs1)Cc1cccs1,120,4,105,0,102,2,-3,0,9,-0.7,13
Nc1nnc(SCn2nnc3ccccc3c2=O)s1,96,-5,93,-6,101,-14,0,-5,9,-0.2,-13
O=C(CC1c2ccccc2Oc2ccccc21)Nc1ccccc1C(F)(F)F,99,-8,98,-15,89,-13,1,-5,19,0.5,-11
Cc1cc(C)nc(Oc2ccc([N+](=O)[O-])cc2)n1,99,2,104,0,100,-1,2,-3,21,0.0,0
Cn1c(-c2ccccc2)cnc1SCC(=O)N1CCCCC1,103,0,101,-5,102,-2,0,0,17,-0.1,-1
Cc1ccccc1-n1c(SCC(=O)N2CCCC2)nnc1-c1ccccn1,103,4,103,3,105,0,1,-1,43,-0.1,2
Cc1cc2nc(-c3ccc(SCC(=O)Nc4ccc5c(c4)OCCO5)nc3)[nH]c2cc1C,109,-3,101,0,101,1,0,0,11,0.1,0

# Whole records, looked up by structure. Screens in order: RGS7-Gao reg	Bim-Bcl-2	RGS4-Gao reg	Bcl-B Bim block	RGS8-Gao reg	Bim-Bcl-XL	ABCG2 inh	Bim-Bfl-1	GSH bead fluor	ABCB1 inh	Bcl-W Bim block
# `CCOc1cc(/C=N/NC(=O)c2cccs2)cc([N+](=O)[O-])c1O` across the screens: 94	11	104	24	111	26	2	8	4	0.3	17
# `O=C(O)CCC(=O)N(Cc1cccs1)Cc1cccs1` across the screens: 120	4	105	0	102	2	-3	0	9	-0.7	13
# `Cc1cc(=O)[nH]c(-n2ncc(C#N)c2N)n1` across the screens: u	0	95	-1	97	-3	1	-3	13	0.1	-1
# `O=c1oc(-c2ccccc2NS(=O)(=O)c2ccc3ccccc3c2)nc2ccccc12` across the screens: 106	7	102	9	116	11	-16	7	10	-0.9	7
# `CC(=O)Nc1ccc(Oc2cnc3ccccc3n2)cc1` across the screens: 105	1	105	-6	105	5	1	-6	23	0.1	0

# Next part.
SMILES,RGS7-Gao reg,Bim-Bcl-2,RGS4-Gao reg,Bcl-B Bim block,RGS8-Gao reg,Bim-Bcl-XL,ABCG2 inh,Bim-Bfl-1,GSH bead fluor,ABCB1 inh,Bcl-W Bim block
Cc1cc(C)c(NC(=O)CS(=O)CC(=O)Nc2cccnc2)c(C)c1 (configuration not stated),108,-1,106,0,108,0,3,-1,9,0.5,-1
COC(=O)c1c(C)[nH]c(C(=O)CSc2ncnc3sc(-c4ccccc4)cc23)c1C,102,4,102,4,107,0,1,2,11,0.4,-3
O=C(c1ccc(COc2ccc(Br)cc2)o1)N1N=C(C(F)F)CC1(O)C(F)F (configuration not stated),99,0,100,-1,105,-2,2,2,6,0.1,-2
Cc1ccccc1-c1nnc(SCC(=O)Nc2ccc(Cl)cc2)n1N,95,-9,104,-5,101,-7,2,-12,32,-0.1,-1
Cc1cc(C)c2c(c1)SC1=NC(c3ccccc3)(C(F)(F)F)NC(=O)N12 (configuration not stated),99,-12,96,-7,103,-6,1,-11,11,0.1,0
COc1ccc(C(=O)/C=C(/C)N(C)C)cc1,102,0,101,-5,101,0,1,0,17,0.0,-3
NS(=O)(=O)c1ccc(CCNC(=O)c2ccc(C#CC3(O)CCCCC3)cc2)cc1,106,-6,104,-1,102,-2,0,-6,10,-0.2,0
c1ccc(C(c2nnnn2C2CCCC2)N2CCN(c3nc4ccccc4s3)CC2)cc1 (configuration not stated),98,1,97,-7,100,-3,8,0,16,13,-1
CCCCOc1ccc(NC(=O)CSCC(=O)OCC)cc1,97,-2,102,2,103,3,3,0,12,0.5,2
O=C(CSc1ccc(F)cc1)NCCSc1ccccc1,104,3,102,1,101,1,8,2,10,0.7,2
Cc1ccc(C)c(-n2c(SCC(=O)NC(C(=O)O)C(C)C)nnc2-c2cccc(Cl)c2)c1 (configuration not stated),101,-5,99,-3,100,-5,-1,-6,14,-0.3,0
O=C(NN=C1CCCC1)c1cccs1,89,-3,92,-2,99,-4,-6,-3,8,-0.8,-1
Cc1nc2ccc(NC(=S)N3CCCC3)cc2nc1C,106,-5,101,-8,104,-4,3,-8,15,0.3,-3
C/C(=N\OCC(=O)Nn1c(C)nc2ccccc2c1=O)c1ccccc1,100,-6,98,-4,97,-4,0,-7,12,0.1,-1
Cc1ccc(OC(=O)c2ccc(C)c([N+](=O)[O-])c2)cn1,99,-1,103,-2,102,-4,17,-2,68,1.0,0
COc1cccc(-c2noc(-c3ccc4c(c3)OCO4)n2)c1,95,-5,97,-7,98,-3,3,-10,10,0.2,-1
COc1ccccc1C1CC(=O)NC(C)=C1C(=O)OC(C)C (configuration not stated),101,-1,103,-8,99,-2,0,-5,13,0.1,-1
CCCC(=O)NC(=S)NNC(=O)c1ccc([N+](=O)[O-])cc1,100,-5,103,-20,102,-5,9,-2,10,0.0,-4
COC(=O)c1sccc1NC(=O)c1ccc(Br)s1,89,0,85,-1,92,1,1,-6,4,0.2,2
Cn1cc(CN(CCO)Cc2cccs2)c(-c2cccc(Cl)c2)n1,99,-2,97,-1,100,0,10,-5,13,0.6,-2
CCOC(=O)N1CCN(c2c(NCCCN3CCCCCC3)c(=O)c2=O)CC1,103,-11,103,-6,100,-2,-2,-10,24,-2.5,1
CNC(=O)c1ccccc1-c1cn(C)c2ccccc2c1=O,97,-2,92,-4,81,-1,0,-5,9,-0.5,-3
N#Cc1c(NC(=O)C2CC(c3ccccc3O)=NO2)sc2c1CCC2 (configuration not stated),109,-7,99,-40,96,-15,-7,0,17,-0.6,-7
CC(NC(=O)C1CCC(CNc2c(N3CCOCC3)c(=O)c2=O)CC1)c1ccccc1 (configuration not stated),99,-2,100,-1,100,5,0,-9,21,0.4,5
Cn1c(=O)c2c(nc(NCC3CCCO3)n2C)n(C)c1=O (configuration not stated),101,0,101,0,103,-2,4,-1,23,1.0,-3
Nc1nonc1C(=O)NCCNS(=O)(=O)c1ccc(Br)cc1,101,-8,102,-8,101,-3,1,-11,30,0.4,-1
CCOC(=O)C1(C)/C(=N/Nc2ccccc2Cl)C(=O)C(=O)N1c1ccccc1 (configuration not stated),97,-3,100,-5,99,-4,-1,-12,16,-0.7,0
O=C(Nc1ccc(Cl)cc1)C1CC(=O)n2c(nc3ccccc32)N1 (configuration not stated),103,-1,102,-7,102,-1,1,0,16,0.8,-5
CCOC(=O)N/N=C\C=C\c1ccc2c(c1)OCO2,100,-12,105,-6,104,-4,7,-17,13,0.1,-1
c1ccc(Cn2nnnc2C(c2cccs2)N2CCOCC2)cc1 (configuration not stated),100,0,107,1,108,1,0,0,7,0.0,2
COc1ccc(-c2cc(C(=O)N3CCN(Cc4ccccc4)CC3)no2)cc1OC,102,-10,102,-9,102,-7,5,-15,25,1.2,0
CC1(C)C2CCC1(C(=O)O)c1nc3ccccc3nc12 (configuration not stated),98,-2,101,-2,101,-3,0,-4,10,-0.1,0
CC1COC(=O)C(NNc2ccc(Cl)c(Cl)c2)=N1 (configuration not stated),u,2,99,-4,105,-2,5,-2,11,0.8,0
O=C(Nc1nc(-c2cc3ccccc3o2)cs1)c1ccc(S(=O)(=O)N2CCCC2)cc1,104,-6,103,-2,97,-3,-1,0,13,0.3,-2
Cn1cc(CNC(=O)C2c3ccccc3Oc3ccccc32)cn1,101,-14,105,-11,103,-5,6,-15,34,1.6,0
C/C(=N\NS(=O)(=O)c1ccc(C)cc1)c1ccc(C)o1,98,-4,104,-2,100,-1,3,-4,20,1.2,3
c1cc(-c2cccs2)nc(-c2cccs2)c1,99,-3,101,-11,101,-10,-6,-2,18,0.1,-5
CN1CCN(S(=O)(=O)c2ccc(NC(=O)c3cccs3)cc2)CC1,98,0,101,0,99,0,3,2,10,0.2,-1
Cc1cccc(-n2c(C)cc(/C=N/O)c2C)c1,95,-4,97,-6,104,-5,6,-8,10,0.8,-5
O=C(C(Cc1ccccc1)N1C(=O)C2C3C=CC(C3)C2C1=O)N1CCCCCC1 (configuration not stated),102,-10,104,-9,103,-2,5,-14,25,1.1,0
CN(C)CCNc1ncnc2ccccc12,95,1,92,1,103,4,2,-2,11,0.2,2
CCN(CC)C(=O)CSc1nnc(-c2cccc(OC)c2)o1,114,-5,118,-3,110,0,3,-10,36,0.6,0
Cc1ccc(-n2nc3c(n2)/C(=N/O)CC/C3=N\O)cc1,97,1,99,-5,104,-5,0,-2,19,-0.1,-4
O=C(Nc1ccc(O)cc1)c1c(O)c2c([nH]c1=O)CCCC2,u,-2,101,-6,102,-1,9,-5,13,-0.6,-1
CC1CC(C)CN(C(=S)Nc2ccc(OC(F)F)cc2)C1 (configuration not stated),98,-1,104,-7,101,-5,1,-2,9,-0.3,-3
O=C(CN1C(=O)c2ccccc2S1(=O)=O)N1CCN(c2ccc(F)cc2)CC1,100,-12,102,-7,99,-7,-1,-12,30,-0.8,-3
NC(=O)COC(=O)CC12CC3CC(CC(Br)(C3)C1)C2,98,1,97,-2,99,0,3,-1,14,-0.2,0
COc1ccccc1OCCN1C(=O)S/C(=C\c2ccco2)C1=O,97,0,102,-2,98,1,4,0,10,0.5,0

# Source: PubChem
